Screening data: PubChem BioAssay, National Center for Advancing Translational Sciences (NCATS)
PTAP TSG101 blk = blocks PTAP/TSG101 interaction to inhibit HIV-1 budding; Q99816; Fluorescence polarization, FITC-PTAP peptide / Tsg101 binding; Potency, µM (top dose mostly 115 µM), inactives show at the highest dose activity change, negative = inhibition, actives largely listed as inhibitors; 340,000 tested, under 10 active; AID 493005; active means well fitted inhibition curve with a large enough effect in the main read-out, with a control signal flat, not every such curve was filed as active; inconclusive means small, poorly fitted or top-dose-only effect, or effect the other way, or a change in a side signal; inactive means no such curve, though single readings can be large or run the other way; further: potency means the concentration at half of the fitted maximal effect; % of control where 0% means no effect
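Fluorescence polarization binding of Tsg101 binding domain (10 uM final) to FITC-labeled PTAP peptide (50 nM final) in HEPES pH 7.5 buffer with NaCl, Tween 20, EDTA, TCEP. Compounds added before peptide; binding 20 min at RT.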
MLL CXXC-DNA inh = MLL CXXC-DNA interaction inhibition | Q03164 | MLL-CXXC / FITC-HOXA9 DNA fluorescence polarization | Potency, µM (titrated, usually from 115 µM), for the others: top-dose activity change, negative = inhibition, hits mostly inhibitors | 290,000 tested, 0.037% active; active means well fitted inhibition curve with a large enough effect in the polarisation, with a control signal flat, not every such curve was filed as active; inconclusive means small, poorly fitted or top-dose-only effect, or effect the other way, or a change in a side signal; inactive means no such curve, though single readings can be large or run the other way; the % refers to the polarisation; further: potency means the concentration at half of the fitted maximal effect
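Purified MLL-CXXC (added from a 7 uM solution) was preincubated 5 min at ambient with pinned compounds in 50 mM Tris-HCl pH 7.5, 50 mM NaCl, 1 mM DTT, 0.05% BSA. Fluorescein-labeled HOX-A9 DNA (50 nM solution) followed, 30 min, then polarization read.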
TRPV1 agonist = human TRPV1 agonism; 320,000 tested, 0.19% active; TRPV1-expressing cells, Fluo-8 calcium influx, agonist mode; activation, % at 8.33 µM; AID 540275; in the data active means activation above about 80%; inconclusive means between about 30% and that limit; further: 0% is about no effect
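TRPV1-expressing cells were cultured overnight at 35.5C and loaded with Fluo-8 calcium dye for 40 to 90 min at room temperature. After a 10 s baseline, compound was added and calcium influx was read kinetically for 3 min (ex 480/em 520 nm).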
AT treatment = potential ataxia-telangiectasia treatment; […] A-T fibroblasts, KAP-1 phosphorylation AlphaLISA; neocarzinostatin DNA damage 30 min before lysis; AID 485349; 320,000 tested, 0.19% active; Potency, µM (series often up to 57.5 µM), for the others: at the highest dose activation, most hits filed as activators; further: potency means the concentration at half of the fitted maximal effect; % of control where 0% means no effect; nearly all actives have a fitted effect of over 45% in size
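hTERT-immortalized A-T patient fibroblasts ([…]), 500 cells/well in OPTI-MEM, 1% FBS, got compounds for 60 min, then NCS for 30 min at 37C. Lysates were then assayed for phospho-KAP-1 by AlphaLISA (anti-pKAP1 donor, anti-KAP1 acceptor beads), 6 hr at 25C.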
p53 reactivator = mutant p53 re-activation in reporter cells; H1299 p53-A138V BP100-luciferase reporter, luminescence, 24 h; Potency, µM (top dose mostly 92.2 µM), inactives show at the highest dose activity change, positive = activation, usual class: activators; 320,000 tested, 0.063% active; AID 504706; further: potency means the concentration at half of the fitted maximal effect; % of control where 0% means no effect; nearly all actives have a fitted effect of over 45% in size
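p53-null H1299 cells stably carrying temperature-sensitive p53-A138V and a BP100-luciferase reporter were pinned with compounds (4-point, 1:5 series) and held 24 hrs at 37 deg C. Luminescence was read 10 min after detection reagent.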
TCR act = T cell receptor activation; Potency, µM (highest dose often 9.22 µM), for the others: top-dose activation of IL-2 secretion, usual class: activators; primary human leukocytes, anti-CD3, IL-2 HTRF, 48 h; 330,000 tested, under 10 active; further: % of control where 0% means no effect
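Human primary leukocytes + a-CD3 beads + cpd, 48 hr; IL-2 in supernatant by HTRF (ex 320nm / em 665nm). No co-stimulatory signal supplied.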
Integrin act MD = integrin-mediated muscular dystrophy alleviation activation. Potency, µM (highest dose often 38.3 µM), inactives show at the highest dose activation, actives largely listed as activators. alpha7betagal myoblasts, beta-gal FDG fluorescence, 48 h. AID 624291. 350,000 tested, 0.064% active;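 further: potency means the concentration at half of the fitted maximal effect; 100% = response of the positive control SU9516; nearly all actives have a fitted effect of over 60% in size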
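Alpha7betagal+/- myoblasts (passage 13) were plated 16-24 hr, then exposed to compounds (1:260 dilution of DMSO stock) for 48 hours at 37C. After MPER lysis, β-galactosidase reporter activity was read as FDG fluorescence (ex 480/em 540) after 30 minutes.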
ELG1 repair inh = inhibitors of ELG1-dependent DNA repair in HEK293T cells | HEK293T ELG1-luciferase reporter, luminescence, 16 h; DNA damage induced by 5-fluorouridine | Potency, µM (doses to about 46.1 µM), without a hit: at the highest dose activity change, negative = inhibition, hits mostly inhibitors | 330,000 tested, 2.3% active | AID 504467; further: potency means the concentration at half of the fitted maximal effect; on the % scale 0 is the no-effect control and ±100 the full control effect; nearly all actives have a fitted effect of over 55% in size
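5-Fluorouridine DNA damage + compound/DMSO, 2,000 cells/well, 16 h, 37 °C/5% CO2. ONE-Glo, 30 min RT, luminescence. Readout = decrease in reporter signal.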
BRCA1 expr act = increases BRCA1 expression; 380,000 tested, 1.1% active; Potency, µM (highest dose often 46.1 µM), without a hit: at the top dose activation, hits mostly activators; MCF7-BRCA1-FFLuc reporter, luminescence, 48 h; response scale: scaled: vehicle 0%, 10 µM genistein 100%; further: potency means the concentration at half of the fitted maximal effect; nearly all actives have a fitted effect of over 80% in size; some results filed as inactive show a strong effect at the top dose
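MCF7-BRCA1-FFLuc cells, 2000/well in phenol-red-free MEM, attached 2 h then treated 48 h at 37 C. Luciferase luminescence read 15 min after reagent; normalized to genistein maximum activation (10microM) and DMSO, concentration-response fitted.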
B2AR arrestin = recruits beta-arrestin to the human beta2-adrenergic receptor | beta-arrestin recruitment to beta2AR, cell-based reporter | Potency, µM (highest dose often 46.1 µM), without a hit: top-dose activation, most hits filed as activators | 330,000 tested, 0.02% active;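 further: potency means the concentration at half of the fitted maximal effect; 0% = DMSO controls and full agonism = EC100 isoproterenol or metaproterenol; nearly all actives have a fitted effect of over 65% in size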
* marks the source's active call; other numbers are inactive results; ? = inconclusive; . = not tested or not shown; [ ] = another dose, or the depositor's remark. Unless noted, the call rests on the fitted dose curve; in most records, active means well fitted curve in the direction sought with a large enough effect; inconclusive means small, poorly fitted or top-dose-only effect, or another doubt; inactive means no such curve, though single readings can be large; an effect the other way counts as inactive or inconclusive.

SMILES | PTAP TSG101 blk | MLL CXXC-DNA inh | TRPV1 agonist | AT treatment | p53 reactivator | TCR act | Integrin act MD | ELG1 repair inh | BRCA1 expr act | B2AR arrestin
COc1ccc(-c2cc(C(F)(F)F)nc(SCC(=O)NCc3cccs3)n2)cc1OC | 0% | -5% | ? | 4% | -13% | -2%[46.1 µM] | -3% | ? | -51% | -0.6%
CCCc1cc(C(=O)NC2CCCN(Cc3ccccc3F)C2)no1 (stereo not given) | 0% | 8% | ? | 17% | -3% | 1% | 0% | 0% | -11% | -0.7%
CCC(=O)NCc1cc(-c2nn(C)c(=O)c3ccccc23)ccc1OC | -3% | -6% | -1 | -1% | -5% | -2% | -2% | ? | -26% | 0.1%
C=CCN(CC=C)C(=O)CN1C(=O)NC(Cc2c[nH]c3ccccc23)C1=O (stereo not given) | -4% | 15% | -4 | 7% | 1% | -7% | 6% | -3% | -8% | -0.2%
Cn1c(=O)oc2cc(S(=O)(=O)NCCC(=O)NCc3ccccc3Cl)ccc21 | -8% | 55%[activator] | 3 | 7% | 2% | 6% | ? | 12% | 17% | -0.1%
Cc1cc(C)nc(N2CCC(C(=O)N3CCN(c4cc(Cl)ccc4C)CC3)CC2)n1 | -1% | 6% | 1 | 2% | 3% | -66% | -8%[7.66 µM] | ? | -38% | -1.0%
Cc1ccc(NCC(=O)Nc2ccc(Br)cc2)cc1F | -5% | 4% | 0 | 2% | 5% | 1%[46.1 µM] | 7% | 21% | 4% | -0.5%
COc1ccc(CNc2nc3nc(-c4ccccc4)cc(=O)n3[nH]2)cc1OC | -3% | 1% | 0 | 5% | -1% | 1% | 1% | -14% | 8% | -0.7%
Cc1nc(N2CCOCC2)c2c3c(sc2n1)CCC3 | -3% | 11% | -1 | 13% | -5% | 11% | 18% | -7% | -20% | -0.4%
COc1ccc(C(=O)Nc2ncc(C)s2)cc1S(=O)(=O)N1CCOCC1 | -4% | . | 0 | 8% | -3% | 0% | -34%[inhibitor] | ? | -28% | 0.1%
CCOC(=O)Cn1cnc2c(cnn2-c2ccc(OC)cc2)c1=O | -6% | -2% | 3 | -5% | . | -9% | -9% | ? | 57% | 0.2%
CCOCCCNC(=O)c1c(N)n(-c2ccc(S(N)(=O)=O)cc2)c2nc3ccccc3nc12 | -3% | 8% | 7 | 24% | 16% | -2% | -2% | 27% | 9% | -0.3%
COc1ccc(NC(=S)Nc2ccccn2)c(OC)c1 | -8% | 0% | 0 | -13% | ? | 4% | 4% | ? | 5.6µM* | ?
O=C(CCCCn1c(=O)[nH]c2ccccc2c1=O)NC1CCN(Cc2ccccc2)CC1 | -3% | 12% | -3 | 15% | -4% | 1% | -6% | 3% | 0% | -0.8%
O=S1(=O)NC(=NCCc2ccccn2)c2ccccc21 | -1% | 12% | -1 | 7% | 2% | 6% | 26% | -12% | 0% | 0.5%

Arranged by the number under TRPV1 agonist (falling): 3 of the compounds above.
mol | TRPV1 agonist
CCOCCCNC(=O)c1c(N)n(-c2ccc(S(N)(=O)=O)cc2)c2nc3ccccc3nc12 | 7
CCOC(=O)Cn1cnc2c(cnn2-c2ccc(OC)cc2)c1=O | 3
COc1ccc(C(=O)Nc2ncc(C)s2)cc1S(=O)(=O)N1CCOCC1 | 0

Remaining list, next part.
SMILES | PTAP TSG101 blk | MLL CXXC-DNA inh | TRPV1 agonist | AT treatment | p53 reactivator | TCR act | Integrin act MD | ELG1 repair inh | BRCA1 expr act | B2AR arrestin
COc1ccc(C(C(=O)NC2CCCCC2)N(C(=O)c2sc(C)nc2C)c2ccc(C(C)=O)cc2)cc1 (stereo not given) | 0% | -3% | . | 6% | -7% | . | -34% | -7% | 2% | -0.1%
Cc1ccccc1SCC(=O)NC1CCOC1=O (stereo not given) | -3% | 14% | 5 | -2% | 5% | 6% | 9% | -5% | 1% | 0.5%
CC(C)c1ccccc1NC(=S)N1CCN(S(=O)(=O)c2cccs2)CC1 | -2% | 5% | 2 | 1% | -3% | 4% | -26% | 6% | -5% | 0.1%
Cc1ccc(NC(=O)CN(C)CC(=O)N(CC(C)C)c2c(N)n(CC(C)C)c(=O)[nH]c2=O)c(C)c1 | -1% | . | 0 | 0% | 6% | 10% | -24% | -5% | 8% | -0.2%
CCOC(=O)CSc1nc2ccccc2n1CC(=O)N(C(C)C)C(C)C | 0% | -20% | -4 | 1% | -15% | 5% | -9% | 9% | 12% | 0.0%
O=C1/C(=C/c2ccccc2)CN(C(=O)CCN2CCOCC2)C/C1=C\c1ccccc1 | -4% | . | . | . | . | 3% | -49%[inhibitor] | . | -107%[inhibitor] | .
CCCCc1nc2ccccc2c(=O)n1NC(=O)c1c(O)c2cccc3c2n(c1=O)CCC3 | . | 8% | 2 | -5% | -1% | . | . | 0% | . | 0.0%
Cc1ccc(NC(=O)c2ccc(-n3cncn3)c([N+](=O)[O-])c2)cc1F | 1% | . | ? | -3% | 4% | -3% | -28% | -5% | -16% | -2.6%
CCOc1ccccc1N(CC(=O)N1CCc2ccccc2C1)S(C)(=O)=O | -9% | 0% | 0 | 15% | 4% | -4% | -15% | 10% | -15% | -0.3%
CC(C)C[C@@H](CN1C(=O)C(=O)NC[C@@H]1CC(C)C)NC(=O)Cc1ccccc1 | 0% | . | . | . | . | -3% | 12% | ? | -10% | 0.2%
Fc1ccc(Nc2nc(Oc3ccccc3F)nc(N3CCCC3)n2)cc1 | -6% | 13% | 1 | 8% | -5% | 0% | -11% | ? | -25% | -0.3%
O=[N+]([O-])c1ccc(N2CCN(Cc3ccc4c(c3)OCO4)CC2)nc1 | 0% | 5% | 2 | 1% | -8% | -2% | -4% | ? | 4% | -0.4%
O=C(Nc1ncn[nH]1)C(F)(F)C(F)F | -4% | 8% | -4 | -1% | 1% | 5% | -6% | 1% | 8% | 0.1%
COc1ccc(C(=O)Nc2ccc(OCC(=O)N3CCOCC3)cc2)c(OC)c1OC | 0% | -3% | 3 | 0% | 2% | . | 12% | ? | -21% | 4.5%
CCCNC(=O)c1c(C)cc(=O)oc1C | -3% | 6% | -1 | -6% | 5% | . | 26% | -11% | 2% | -0.8%
Cc1oc(-c2ccc(Cl)cc2)cc1C(=O)/C(C#N)=C/Nc1ccccc1 | 1% | -6% | -5 | -2% | 6% | -3% | -36% | 1% | -39% | 3.3%
O=C(c1cccc(S(=O)(=O)N2CCc3ccccc32)c1)N1CCCC(C(F)(F)F)C1 (stereo not given) | 1% | . | 15 | 10% | 3% | -2% | 20% | ? | -44% | -0.4%
COc1nccc(NCc2ccccc2)c1C#N | -2% | . | . | . | . | 1% | 10µM* | . | 23% | .
CCOc1ccc(OCc2ccc(C(=O)NC(C)C)o2)cc1 | -8% | -10% | -2 | 7% | 5% | -1% | -18% | ? | ? | 0.5%
O=C1C2CCCN2C(=S)N1c1ccc(Cl)cc1 (stereo not given) | -2% | 8% | 0 | 4% | 2% | -40% | 22% | -4% | -5% | -0.1%
O=S(=O)(c1ccc(Br)s1)N1CCN(c2ncccn2)CC1 | -7% | -11% | 14 | -1% | 1% | -15% | 1% | ? | -40% | -1.7%
CCOC(=O)c1c(C)nc2c(c1-c1ccccc1)C(=O)CC(C)(C)C2 | -4% | 2% | . | 2% | -2% | 0% | 14% | -10% | -10% | ?
Cc1sc2ncn(CC(=O)NCCCC(=O)N3CCC(C(N)=O)CC3)c(=O)c2c1C | -2% | ? | 0 | 4% | -4% | -7% | 10% | 1% | 7% | -0.8%
Nn1c(COc2ccccc2F)nnc1SCC(=O)NC1CCCC1 | . | -9% | -2 | 11% | . | -2% | 3% | 7% | -3% | 0.4%
O=C(NCCC(=O)N1CCN(c2ccccc2F)CC1)c1ccco1 | -1% | . | 2 | 8% | 24% | -3% | 19% | 20% | 74% | 0.0%
O=C(CCCn1c(=S)[nH]c2ccccc2c1=O)NCc1ccco1 | -3% | 0% | 4 | . | . | -6% | 21% | . | 5% | .
COc1ccc(-c2cc(C)no2)cc1S(=O)(=O)Nc1cccc(CN2CCCC2)c1 | -6% | 22% | 12 | -2% | -1% | -8% | -26% | ? | -26% | 0.3%
Cc1cccc(N2CCN(C(=O)CN3C(=O)C4CC=CCC4C3=O)CC2)c1C (stereo not given) | -1% | -7% | 2 | -2% | 11% | -3% | 2% | ? | 77% | 0.1%
O=c1ccc2cc(S(=O)(=O)Nc3ccc(Br)cc3)ccc2o1 | 0% | -22% | 1 | -7% | . | -2% | -48%[inhibitor] | -4% | -47% | -0.6%
Cc1cc(C)cc(NC(=O)CSc2nnc(CNC(=O)c3ccco3)n2C)c1 | 1% | . | 0 | -6% | 3% | -2% | 21% | -1% | 13% | -0.1%
O=[N+]([O-])c1cccc(-c2nc3ccc([N+](=O)[O-])cc3[nH]2)c1 | -4% | 1% | -3 | 1% | 21% | -1% | -34% | -19% | 5µM* | -0.2%
COc1ccc(OCc2cc(C(=O)N3CCN(C4CCCC4)CC3)no2)c(Cl)c1 | -1% | 7% | 21 | 17% | ? | -9% | -33% | ? | ? | 0.7%
